Screening data from PubChem BioAssay.
Autophagy mod = modulators of autophagy | MEF GFP-LC3 puncta imaging; test concentration mostly 10 µM | calls only at 10 µM (by protocol) | 190,000 compounds, 0.98% hits | AID 463193;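 active = percentage of spot-positive cells more than 3 SD above its plate mean, without a fluorescence outlier flag or 80% toxicity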;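 also: spot-positive cell cutoff set from DMSO-treated cells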
TNAP activation fold = stimulation of alkaline phosphatase TNAP activity – biochemical, luminescent, no phosphate acceptor, uHTS, primary screen (AID 1001); purified TNAP, luminescent activation assay, no phosphate acceptor; higher activation fold means a stronger effect; activation fold at 20 µM, or EC50 in µM where a hit was titrated; 200,000 compounds, 0.03% hits; in the data active = activation fold from about 3, or a potency from the dose series; inactive = the rest, 99 in 100 with activation fold below about 1.6; also: many of its hits are not listed in these tables
Insulin prom up = MIN6 insulin promoter up-regulation | AID 1625 | 190,000 compounds, 0.3% hits | MIN6 insulin promoter-GFP reporter, high-content imaging; active compounds read high | z-score at 5 µM;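 active = z-score above 3 at 5 µM with at least 500 cells counted in the well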
b-catenin transl = modulators of beta-catenin nuclear translocation. 190,000 compounds, 0.3% hits. nuclear translocation activity, % at 5 µM. AID 1665. HeLa beta-catenin nuclear translocation, immunofluorescence imaging;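 active = nuclear translocation activity above 50% at 5 µM, with a well cell count of 50 or more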;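 also: per-cell ratio of nuclear to cytoplasmic median beta-catenin stain intensity; plate controls were DMSO negative control for no effect and GSK-3 inhibitor IX positive control for full effect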
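Test system: human HeLa cells, native beta-catenin. Compound dosing: 5 µM primary single dose, 0.1% DMSO, 0.02–20 µM confirmation series. Incubation: compound exposure 24 h at 37°C. Detection: beta-catenin immunostaining with DAPI counterstain, 20x imaging, 6 fields/well. Read-out basis: Nuclear/cytoplasmic beta-catenin signal ratio, % activation.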
MT stabilizer = microtubule stabilization, imaging screen. % tubulin-high responders, % at 10 µM. 200,000 compounds, 0.83% hits. HeLa tubulin immunostaining HCS, 24 h; share of cells brighter than vehicle mean+2SD;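 active = plate Z-score above 3 for both tubulin-high and condensed-nucleus cell shares, with cell loss under 80%, at 10 µM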;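 also: anti alpha tubulin signal scored within the nucleus-defined area of each cell; some results filed as inactive read as strong as hits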
Hep lipid drop = modulators of hepatic lipid droplet formation; AML12 mouse hepatocytes, oleate lipid droplets, BODIPY imaging; inhibition, % at 6.5 µM; 240,000 compounds, 0.4% hits;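 active = lipid droplet intensity inhibited by at least 50%, with more than 500 cells counted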
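Material – mouse AML12 hepatocyte cell line, fixed after treatment · Compound dosing – one dose, 6.5 µM compound · Times – compound with oleate, overnight · Measured by – Image-based BODIPY and DAPI two-channel analysis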
human PMI inhibition = MPI enzyme activity inhibition – biochemical, fluorescence intensity, coupled assay, primary screen (AID 1209). inhibition, % at 20 µM, or IC50 in µM where a hit was titrated. 190,000 compounds, 0.42% hits. purified PMI enzyme, coupled fluorescence intensity; higher % means a stronger effect;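 also: plate controls were DMSO vehicle for no effect and wells lacking substrate for full effect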
T cell HTS = T cell immune modulation candidate. 2C CD8+ T cell-vesicle binding, flow cytometry; active compounds read low. calls only at 7 µM. 330,000 compounds, 0.068% hits;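 active = response, share of CD8 T cells binding vesicles, and their 90th percentile fluorescence all below set limits, cut at about 80% in these data, passing the limit was not always enough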
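material = purified 2C TCR transgenic mouse naive CD8+ T cells | controls = Unloaded micro-vesicles (low), QL9 vesicles with 0.7% DMSO (high) | detection = cytometric PE anti-B7-1 and Alexa647 anti-CD8 signals after 1% paraformaldehyde fixation | incubation = binding step 1.5 h, 37 °C, antibody labelling 20 min, ice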
PMI inhibition = human PMI inhibitors, high substrate, primary screen, biochemical, fluorescence intensity, high mannose 6-phosphate (AID 1220). recombinant PMI enzyme, coupled fluorescence intensity; higher % means a stronger effect. inhibition, % at 20 µM, or IC50 in µM where a hit was titrated. 190,000 compounds, 0.66% hits
Insulin prom up cell count = further read-out of Insulin prom up, marked with its call; cell count; measured here: cytotoxicity, nuclei count;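 total cells summed across four imaged fields per well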
Hep lipid drop cells 6.5 µM = further read-out of Hep lipid drop, marked with its call; cell count; measured here: cell count, cytotoxicity flag;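 cells counted across two imaged fields per well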
b-catenin transl cell count 5 µM = second read-out of b-catenin transl, no call of its own (marks repeat the call); cell count; measured here: cell count, cytotoxicity flag
T cell HTS vesicle-bound % = recorded beside T cell HTS, whose call it bears; double positive events, %; measured here: CD8+ vesicle-bound cell fraction;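 binding gate set so that unloaded-vesicle control wells show 10% double positive cells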
MT stabilizer Hoechst-high % = recorded beside MT stabilizer, whose call it bears; % Hoechst-high responders; measured here: nuclear condensation Hoechst responders;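 share of cells brighter than vehicle mean plus two SD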
MT stabilizer cytotoxicity % = further read-out of MT stabilizer, marked with its call; toxicity, %; measured here: cytotoxicity by cell density;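 0% = mean cell density of plate MIN control wells and 100% = no cells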
Autophagy mod cell loss 18 h = also measured in Autophagy mod; calls as there; toxicity, %; measured here: cell loss, nuclei count;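 cell loss after 18 h compound exposure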
Active calls of the source: *; i = inactive; . = no result given. Rule as the data show it, unless noted: active = inhibition above about 50%; inactive = the rest.

SMILES	Autophagy mod	Autophagy mod cell loss 18 h	TNAP activation fold	Insulin prom up	Insulin prom up cell count	b-catenin transl	b-catenin transl cell count 5 µM	MT stabilizer	MT stabilizer Hoechst-high %	MT stabilizer cytotoxicity %	Hep lipid drop	Hep lipid drop cells 6.5 µM	human PMI inhibition	T cell HTS	T cell HTS vesicle-bound %	PMI inhibition
COc1ccc(OC)c(NC(=O)CNC(=O)c2cccs2)c1	i	8	1	.	.	.	.	2.3	1.4	9.1	8	814	0%	i	53	-7%
N/C(=N\OC(=O)Nc1cccc(C(F)(F)F)c1)c1ccno1	.	.	.	0.26	1017	1.1	1276	.	.	.	11	719	.	i	18	.
CCOC(=O)Cc1csc(NC(=O)CSc2nnc(-c3ccc(OC)cc3)n2C)n1	i	-2	1	-0.04	1086	2.1	1141	2.2	0.8	4.3	.	.	5%	i	30	10%
Cc1nnc(SC(C)C(=O)Nc2ccc(Cl)cn2)n1Cc1ccccc1 (stereo not given)	i	24	1.1	0.09	1060	-2.6	795	1.3	1.4	3.3	.	.	8%	i	29	6%
Cn1c(=O)c(=O)n(C)c2cc([N+](=O)[O-])c([N+](=O)[O-])cc21	i	-9	1.1	0.01	1188	-1.2	1084	1.7	3.7	6.4	14	683	-26%	i	54	8%
Cc1sc(NC(=O)c2ccccc2F)c(CN2CCCCC2)c1C	i	1	1	0.15	1174	-0.6	964	1.8	2.3	6.7	16	743	10%	i	37	20%
Cc1ccsc1C1Nc2ccccc2-c2nc3ccccc3n21 (stereo not given)	i	0	1	0.04	1335	-1.5	468	2.2	1.2	4.0	-12	658	7%	i	40	4%
Cc1nnsc1C(=O)N1CCC(CO)(Cc2ccccc2Cl)CC1	.	.	.	-0.24	1080	-0.4	1345	.	.	.	7	731	.	i	24	.
C=C(Br)Cn1c(CC(C)C)nc2ccccc21	i	4	1.1	-2.5	991	2.2	1216	3.2	2.4	11	.	.	-2%	i	15	-1%
CCn1c2ccc(OC)cc2c2nc3ccccc3nc21	i	-4	1	0.05	1156	2.7	996	3.1	1.6	4.8	18	743	6%	i	10	2%
O=C(COc1ccccc1[N+](=O)[O-])Nc1cc(C(=O)O)cc(C(=O)O)c1	i	3	1.1	-0.39	1262	0.2	1086	3.9	1.6	10	9	712	-26%	i	35	-23%
Cn1nnnc1SCCNCc1cc(Cl)ccc1OCc1ccccc1	i	7	1.1	.	.	-0.7	899	2.9	2.2	13	-8	633	12%	i	13	6%
COc1cccc(C(C(=O)NC2CCCCC2)N(C(=O)c2ccccn2)c2cccnc2)c1 (stereo not given)	i	0	1.1	-0.6	1467	-2.0	1135	1.6	2.0	4.7	2	712	12%	i	21	11%
CCOc1ccc2c(c1)c1nnc(SCC(=O)N3CCCCC3C)nc1n2C (stereo not given)	i	-16	1.1	-0.42	918	4.8	657	6.4	3.6	9.5	.	.	0%	i	24	7%
COc1ccccc1-c1noc(-c2ccccc2C(=O)NCc2ccco2)n1	i	6	1	0.14	1477	1.6	1489	7.1	2.7	20	-19	723	5%	i	19	1%
CCCC(=O)NC(=S)Nc1cccc(NC(=O)c2ccc(Cl)cc2Cl)c1	i	1	1.1	-1.3	1203	5.5	1442	2.4	1.4	9.1	.	.	14%	i	32	-4%
O=C(COC(=O)COc1ccccc1Cl)Nc1ccccc1OC(F)F	i	-2	1.1	0.74	919	-6.8	1222	1.6	1.7	8.6	-1	783	10%	i	59	5%
CC(=O)c1ccc(NC(=O)/C(Cl)=C/c2ccccc2)cc1	i	-9	1	0.17	1585	-1.5	845	2.1	0.6	4.0	-6	693	11%	i	57	28%
CCN(CC)CC(=O)c1c(N)n(Cc2ccccc2)c(=O)n(C)c1=O	i	-5	1.1	0.54	1484	-1.3	1103	3.1	0.9	7.9	15	681	6%	i	38	7%
O=S(=O)(c1ccc(-c2nc3ccccc3s2)cc1)N1CCCC1	i	-10	1.1	.	.	.	.	2.7	1.1	8.3	8	843	2%	i	32	-5%
Cc1cc(C)c2c(N)c(-c3nc4ccccc4[nH]3)sc2n1	i	6	1.1	-0.45	1478	0.6	1336	4.5	1.6	4.8	.	.	-12%	i	35	-1%
COc1ccccc1N1CCN(/N=C/C=C\c2ccco2)CC1	i	0	1	0.26	1154	0.1	1348	1.9	2.4	7.5	.	.	6%	i	35	4%
O=C(CN1C(=O)C2C3C=CC(C3)C2C1=O)NCCc1ccccc1Cl (stereo not given)	i	18	1.1	-0.21	1441	-0.1	1435	3.8	2.9	4.7	.	.	2%	i	40	-1%
CC(Nc1nc2ccccc2n2cnnc12)c1ccccc1 (stereo not given)	.	.	.	-2.3	951	-0.8	1381	.	.	.	1	738	.	i	46	.
CCSc1nnc(CNC(=O)C23CC4CC(CC(C4)C2)C3)n1C1CCCCC1	i	15	1.1	0.2	1391	-0.3	1166	3.2	2.9	5.2	-2	667	2%	i	44	2%
(listing goes on)
SMILES	Autophagy mod	Autophagy mod cell loss 18 h	TNAP activation fold	Insulin prom up	Insulin prom up cell count	b-catenin transl	b-catenin transl cell count 5 µM	MT stabilizer	MT stabilizer Hoechst-high %	MT stabilizer cytotoxicity %	Hep lipid drop	Hep lipid drop cells 6.5 µM	human PMI inhibition	T cell HTS	T cell HTS vesicle-bound %	PMI inhibition
OCCN1CCN(c2ncnc3c2c(-c2ccccc2)cn3-c2ccc(F)cc2)CC1	i	-13	1.1	-1.9	1108	.	.	2.6	1.6	10	14	663	4%	i	27	5%
O=C(NCc1cccnc1)C(=O)C1C(=O)Nc2ccccc21 (stereo not given)	.	.	.	1.4	1309	7.8	825	.	.	.	3	750	.	i	38	.
CCSc1sc(CC)cc1C=O	i	14	1.1	.	.	-1.2	507	1.8	1.8	5.2	0	683	-9%	i	50	-12%
Cc1cc(C)c(C#N)c(SCC(=O)Nc2nnc(-c3ccccc3)s2)n1	i	-7	1	-1.1	1309	0.5	1122	2.6	2.1	6.4	0	791	3%	i	34	-15%
C=CCc1cc(Cl)ccc1OCCNCCOC	i	-20	1.1	.	.	-0.1	1168	4.1	1.0	2.3	1	736	2%	i	62	-2%
O=C(c1cnccn1)N(Cc1ccco1)C1(C(=O)NC2CCCC2)CCCCC1	i	-20	1.1	-0.1	798	.	.	1.6	1.3	8.6	0	785	-6%	i	38	-8%
c1ccc(CN(Cc2cccs2)C(c2cccs2)c2nnnn2C2CCCC2)cc1 (stereo not given)	i	9	1	-0.65	892	-2.3	1207	3.8	2.4	8.3	-23	764	7%	i	47	-1%
Cc1ccc(Cn2ccc(=O)c(Cc3c(Cl)cccc3Cl)c2C)cc1	i	4	1.1	0.59	1142	2.2	1380	1.9	2.3	7.1	.	.	11%	i	9	16%
O=C(Nc1ccc(Cl)cc1)N1CCc2[nH]c3ccccc3c2C1	i	0	1	0.12	1418	-2.8	1410	3.4	2.1	2.1	.	.	9%	i	16	12%
CC(C)(C)OC(=O)N1CC(O)CC1C(=O)OCC(=O)c1ccccc1 (stereo not given)	i	-3	1	0.24	1182	0.9	1190	2.8	2.8	5.0	-2	771	7%	i	12	8%
CCN(C(=O)c1ccc2c(Cl)c3c(nc2c1)CCC3)c1cccc(C)c1	i	-34	1	0.35	1312	-2.9	588	2.8	1.2	6.9	2	749	3%	.	.	4%
Cc1nc2c(C(=O)N3CCOCC3)cnn2c(C)c1Cc1cccc(Cl)c1	i	-2	1.1	-0.34	1193	0.1	827	2.8	1.6	6.8	.	.	4%	i	38	6%
O=C(O)CCN1C(=O)c2ccc(Oc3ccc4c(c3)C(=O)N(CCC(=O)O)C4=O)cc2C1=O	i	30	1.1	0.55	901	-1.0	1062	1.1	1.4	9.8	-2	795	9%	i	24	2%
CCN1C(=O)/C(=C\c2ccc(F)cc2)N=C1SCC(=O)NCc1ccco1	i	-14	1.1	-0.02	1178	2.0	528	3.3	3.2	11	-32	667	5%	i	72	9%
COc1ccc(C(=O)/C=C(\N)C(F)(F)F)c(O)c1	i	11	1	0	1089	-3.2	840	4.2	2.5	9.0	.	.	-3%	i	54	3%
O=C(O)CCCNC(=O)/C(=C\c1ccc(Cl)cc1)NC(=O)c1ccc(Br)cc1	i	-1	1	0.92	1690	1.0	856	3.2	4.1	6.0	-3	677	8%	i	43	9%
CCC(=O)n1nc(-c2ccccc2)nc1N	i	-4	0.6	-0.75	1612	-1.2	1367	2.6	1.6	1.2	.	.	6%	i	15	6%
CCCCC/C(=N\NC(=O)CCC(=O)NCc1ccccc1)c1ccccc1	i	0	1.1	0.07	1281	-1.3	568	3.4	8.0	1.9	.	.	3%	i	42	1%
Cc1ccc(C)c(NS(=O)(=O)c2cc(C(=O)Nc3cccc(N(C)S(C)(=O)=O)c3)ccc2C)c1	i	-26	1.1	0.34	1947	-1.2	1120	3.0	1.8	4.8	-6	512	21%	i	11	22%
CS(=O)(=O)N1N=C(c2ccco2)CC1c1ccc(Cl)cc1Cl (stereo not given)	i	-12	1	-0.78	1531	-1.3	989	2.4	3.1	5.2	-15	698	2%	i	47	-1%
